Screening results: PubChem BioAssay, several laboratories
HDAC3 inh: human HDAC3 inhibition; recombinant HDAC3, fluorogenic peptide/trypsin coupled, fluorescence; inhibition, % at 8.3 µM; 0.15% of 320,000 active; AID 2718; in the data active means inhibition above about 26%, passing the limit was not always enough; inconclusive means no clear call, values can overlap the other calls
Target sequence (O15379 whole entry, looked up): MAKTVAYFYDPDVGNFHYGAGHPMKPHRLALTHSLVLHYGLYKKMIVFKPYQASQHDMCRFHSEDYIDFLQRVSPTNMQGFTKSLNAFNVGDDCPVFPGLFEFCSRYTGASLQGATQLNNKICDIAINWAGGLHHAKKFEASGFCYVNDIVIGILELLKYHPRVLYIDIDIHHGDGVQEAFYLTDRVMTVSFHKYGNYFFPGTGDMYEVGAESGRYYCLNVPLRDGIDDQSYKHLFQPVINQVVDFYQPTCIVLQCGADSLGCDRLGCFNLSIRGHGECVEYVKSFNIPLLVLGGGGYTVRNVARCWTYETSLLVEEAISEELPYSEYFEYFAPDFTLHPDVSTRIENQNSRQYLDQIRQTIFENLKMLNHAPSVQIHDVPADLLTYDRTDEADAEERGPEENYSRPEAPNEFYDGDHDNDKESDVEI
HSF1 inh: HSF1 inhibition; NIH3T3-HGL HSE-luciferase, MG132-induced, luminescence 8 h; hits give low values; activity change, negative = inhibition, % at 7.5 µM (by protocol); 0.77% of 300,000 active; AID 2098;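 active means more than half of replicate wells show activity change below -50%, luminescence cut by over half; inconclusive means some wells, but at most half, below -50%; inactive means no replicate well below -50%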;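 further: luciferase reports HSF-1 transcriptional activity via heat shock element; 0% = median of DMSO wells and -100% = zero luminescence signal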
HIF activator: HIF pathway transcriptional activation | activation, % at 7.5 µM (by protocol) | 0.32% of 300,000 active | U2OS HRE-luciferase reporter, luminescence; normalized: DMSO 0%, desferrioxamine 100%;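 active means mean activation of at least 10% of the iron chelator positive control signal, with at least half of replicates also reaching 10%; inconclusive means mean and replicate majority disagree about reaching 10%; inactive means mean and most replicates under 10%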
HSF1 activator: increases HSF-1 driven luciferase reporter signal; NIH3T3-HGL HSF-1 luciferase reporter, MG132, 8 h; 100% = twice DMSO control signal; AID 504408; 1.7% of 300,000 active; activation, % at 9 µM;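 active means mean replicate activation of at least 50% with a set share of replicates each reaching 50%; inconclusive means only one of those two conditions met; inactive means mean below 50% and too few replicates reaching it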;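 further: 0% = median of the neutral control wells and 100% = twice that signal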
aSyn UTR inh: MLPCN primary screen, SNCA 5' untranslated region. 0.82% of 300,000 active. alpha-synuclein 5'UTR reporter, inhibitor activity. AID 1813. inhibition, % (tested at 7.5 µM); in the data active means inhibition above about 60%; inconclusive means no clear call, values can overlap the other calls;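 further: H4 neuroglioblastoma cells stably carrying SNCA 5'UTR luciferase fusion; 0% = DMSO wells and 100% = positive control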
Platelet DG rel: modulates dense granule release in human platelets. human platelet-rich plasma, SFLLRN dense granule ATP release, luminescence. 0.22% of 300,000 active. inhibition, %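 (compounds screened at 7.5 µM in platelet-rich plasma)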;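 active means mean replicate score, as percent of positive control, at or above 50; inconclusive means mean below 50 but at least one replicate at or above 50; inactive means mean and every replicate below 50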
HSP90 refold inh: inhibitors of HSP90 luciferase refolding in rabbit reticulocyte lysate. luciferase refolding luminescence, 3 h. inhibition, % at 5.6 µM. 0.91% of 290,000 active;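 active means inhibition above the screen-wide mean plus 3 SD, computed separately per campaign, cut at about 16% in these data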;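 further: 0% = DMSO wells and 100% = 60 µM geldanamycin wells; inhibitors lower the luminescence because luciferase stays unfolded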
IEC-6 tox: IEC-6 cytotoxicity, counter-screen for KLF5 inhibitors | 0.78% of 290,000 active | luminescence viability | inhibition, % at 5 µM; in the data active means inhibition above about 22%;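 further: 0% = plate median of test compound wells and 100% = cytotoxic reference compound wells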
KLF5 inhibitor: suppresses KLF5 promoter-driven expression | DLD-1 KLF5 promoter-luciferase reporter, luminescence | inhibition, % at 5 µM | 0.23% of 290,000 active | AID 1700;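 active means inhibition above a per-plate limit of that plate's mean compound inhibition plus 3 SD, cut at about 60% in these data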;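 further: 0% = DMSO wells and 100% = LY294002 at 200 µM; higher means less KLF5 promoter-driven luciferase light; inactives centre near -14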
AI-2 QS mod: modulators of Vibrio harveyi AI-2 quorum sensing system | 0.4% of 300,000 active | AID 2094 | Vibrio harveyi JMH597 AI-2 luminescence/OD600 ratio, 9 h; hits give low values; strain lacks LuxN and CqsS sensors; 0 = neutral-control median | activity change, % at 7.5 µM; in the data active means activity change below about -75%, passing the limit was not always enough; inconclusive means no clear call, values can overlap the other calls;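 further: luminescence divided by OD600 gain over 9 h not by final OD600 alone; inactives centre near 13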
* hit, by the source's call; ? = inconclusive; . = no result given.

SMILES	HDAC3 inh	HSF1 inh	HIF activator	HSF1 activator	aSyn UTR inh	Platelet DG rel	HSP90 refold inh	IEC-6 tox	KLF5 inhibitor	AI-2 QS mod
Cc1cc(/C=C2/SC(=O)NC2=O)c(C)n1-c1ccc(N2CCOCC2)cc1	1.2	7.4	-0.3	-6.2	29.3	0.1	-1.1	-5.4	-10.5	5.3
O=C(COC(=O)c1ccc2ccccc2c1O)NCC(F)(F)F	2.9	9.2	0.1	1.9	-1.2	1.5	2.2	1.5	-1.9	18.9
CN1/C(=C\C(=O)COC(=O)c2ccc(O)c(O)c2)C(C)(C)c2ccccc21	-4.3	17.6	-0.1	33.8	-2.4	-8.4	-3.7	4.3	-14.1	14.2
O=C(O)CCCC(=O)Nc1nc(-c2ccc(F)cc2)cs1	-18.8	-0.5	0.0	-9.3	-14.8	-3.6	8.3	-3.8	-9.2	18.9
Cn1c(=O)c(C(=O)NCc2ccc(Cl)cc2)c(O)c2ccccc21	2.5	-1.4	-0.4	8.4	4.7	0.5	2.8	-4.0	-34.2	-5.1
O=C(COC(=O)Cc1ccccc1F)Nc1ccc(F)cc1F	10.5	-2.6	0.0	-22.4	19.8	-1.1	-2.4	-0.3	-1.9	12.4
O=C(Nc1ccccc1Cl)c1ccc2nsnc2c1	5.4	20.5	1.6	19.5	-132.8	7.9	-1.2	-0.2	-128.5	28.2
Cc1ccc(CNC(=O)[C@@H](NC(=O)C2CCN(C(=O)[C@@H]3CCCN3)CC2)C(C)C)cc1	-3.1	-3.4	-0.1	-2.0	24.5	-1.4	0.0	6.0	1.2	-6.4
COc1cc(NC(=O)C2CCCN(S(=O)(=O)c3ccc4c(c3)CCCN4C(C)=O)C2)cc(OC)c1 (stereo not drawn)	-1.7	-0.9	-0.9	3.0	-9.4	-5.8	-2.1	-9.7	-12.6	21.9
Cc1[nH]c(=O)[nH]c(=O)c1S(=O)(=O)N(C)Cc1ccccc1	2.0	-10.7	-0.1	-1.9	28.0	6.9	5.1	3.5	-10.8	15.4
CCC(C)(C)NC(=O)C(c1ccc(C)cc1)N(Cc1ccco1)C(=O)CCC(=O)Nc1nccs1 (stereo not drawn)	-0.6	1.2	-0.5	3.4	-20.0	3.5	-0.5	1.6	-25.4	21.9
O=C(c1ccccc1C(=O)N(c1ccccc1)c1ccccc1)N1CCCCC1	-1.2	2.0	0.5	7.6	5.1	-7.4	3.8	1.3	-6.3	11.8
CC(=O)c1c(C)[nH]c(C(=O)NCCc2ccccc2)c1C	8.0	16.1	1.8	30.5	-102.1	1.4	6.1	-5.3	-156.6	33.5
COC(=O)c1ccc(C(=O)NC(=S)Nc2nc3c(s2)CC(C)CC3)cc1 (stereo not drawn)	-2.0	-2.5	0.8	14.3	-11.1	-18.3	-0.6	-1.4	-24.1	6.4
Cc1ccc(C(=O)Nc2cccnc2)cc1S(=O)(=O)N1CCCCC1	2.2	-3.9	0.1	6.5	-34.4	-11.2	4.1	-1.7	-3.5	17.4
O=C(O)CCCCCNc1nc(-c2ccccc2)nc2ccccc12	-1.1	-4.5	1.4	0.4	7.9	-2.8	1.1	4.4	-31.5	3.1
Fc1ccc(Cn2nnnc2CN2CCc3ccccc3C2)cc1	-1.2	2.6	-0.2	17.5	2.9	-2.1	-2.3	-1.8	-21.4	8.0
COc1ccc(CCCc2nnc(SCc3nc4ccccc4c(=O)[nH]3)n2C)c(C)c1	-3.0	-7.9	-0.5	-6.8	17.2	-6.4	-0.3	5.1	-82.5	-10.7
COC(=O)c1ccc(COc2ccc(/C=N/O)cc2OC)o1	-3.4	4.7	2.3	10.0	-33.9	16.7	1.2	0.6	-29.6	15.4
CCCCC(=O)NC1(C(F)(F)F)NC(=O)N(C)C1=O (stereo not drawn)	9.7	.	.	.	1.2	-0.7	-0.7	0.2	-27.7	-0.7
COc1ccc(NC(=O)CC2(CC(=O)O)CCCC2)cn1	-0.9	-2.0	-0.4	-2.0	26.0	3.6	-4.0	-5.4	-21.3	.
Cc1ccccc1S(=O)(=O)Nc1ncnc2ccccc12	-0.3	-0.2	0.3	-17.9	1.2	11.6	2.7	4.8	2.5	53.6
CCCC(=O)Nc1nc2ccc3nc(C)sc3c2s1	6.3	6.5	1.3	5.1	-45.6	6.9	-3.3	-4.0	-65.1	9.6
COc1ccc(C(=O)c2ccccc2)cc1	0.2	7.5	0.3	10.3	-17.7	7.9	2.4	2.9	11.9	23.8
CC(=O)N1CCC(C(=O)Nc2nc(-c3ccccc3)ns2)CC1	-3.2	1.5	0.0	31.7	-82.9	15.9	-0.1	9.3	22.6	20.7

Remaining list, next part:
SMILES	HDAC3 inh	HSF1 inh	HIF activator	HSF1 activator	aSyn UTR inh	Platelet DG rel	HSP90 refold inh	IEC-6 tox	KLF5 inhibitor	AI-2 QS mod
COC(=O)CN(c1ccc(C)c(Cl)c1)S(C)(=O)=O	2.5	-13.3	-0.2	6.4	4.9	0.3	1.1	3.3	-15.9	23.1
Cc1cccc(C(=O)Oc2ccccc2C2C[C@]3(C)CC(=O)NC3N2C(=O)c2cccc(C)c2)c1 (stereo partly drawn)	5.5	11.9	-16.8	22.1	11.4	1.4	4.6	8.7	-10.5	11.1
CN(CC(=O)Nc1ccc(Cl)c(C(F)(F)F)c1)C(=O)CCNC(=O)c1ccco1	0.6	-0.1	-1.0	8.5	9.7	9.0	.	.	.	9.6
O=[N+]([O-])c1cc(-n2cccc2)ccc1N1CCOCC1	1.3	4.9	0.0	13.6	17.0	4.1	-0.3	1.6	-35.4	31.4
CCC(C)Sc1ccc([C@H]2N[C@@](C)(C(=O)OC)[C@H]3C(=O)N(C)C(=O)[C@@H]23)cc1OC (stereo partly drawn)	-0.2	0.3	0.4	-10.4	6.7	7.4	.	.	.	-5.8
O=C(Nc1ccccc1)C1CC(=O)N(Cc2ccccc2)C1 (stereo not drawn)	2.3	-4.7	0.4	1.5	-3.6	23.3	1.7	2.8	-21.9	2.0
O=C(CC1C(=O)NCCN1C(=O)c1ccc(Cl)cc1)Nc1ccc(F)cc1 (stereo not drawn)	-1.6	-1.1	-0.2	9.5	17.4	0.4	-1.9	0.0	-10.2	13.5
CCOC(=O)CN=C/C(C(=O)Nc1nccs1)=C(/C)O	5.7	-2.4	-0.3	1.7	-0.7	-1.8	-0.5	0.8	-20.6	15.5
CCOc1ccccc1N(C(=O)c1ccccc1Cl)C1=NC(C)(C)CS1	-2.3	-3.8	-0.1	3.2	-3.8	3.6	3.6	2.7	-4.7	2.0
O=[N+]([O-])c1ccc(Cl)c(-c2ccc(/C=N/c3c(-c4ccco4)nc4ccccn34)o2)c1	0.3	1.9	0.3	9.1	-26.5	5.3	-4.4	-2.9	-41.2	5.0
CN(Cc1ccccc1)C(=O)C1CCCN(Cc2cccc(Cl)c2)C1 (stereo not drawn)	-7.6	0.1	0.2	13.8	-0.4	-2.4	0.8	-7.3	2.8	8.1
COc1cccc(NC(=O)C2CCN(c3cnccn3)CC2)c1	8.6	-0.8	1.1	-1.4	-2.3	-5.9	-1.0	2.8	-5.3	13.8
COc1cccc(C(=O)Nc2nc3c(c(=O)[nH]2)CCCC3)c1	0.2	8.3	0.8	6.0	-96.7	3.8	-0.5	-0.1	-53.5	8.4
C=CCOn1c(=O)c(-c2ccc(OC)c(OC)c2)[n+]([O-])c2ccccc21	-0.8	0.1	0.1	23.9	-18.3	2.8	3.8	-0.4	-11.7	-2.9
O=C(OCC(=O)N1CCC(Cc2ccccc2)CC1)c1ccccc1	.	14.2	1.1	10.7	-8.8	-6.9	-2.5	-2.2	5.7	4.4
Fc1ccccc1-c1nc2nc3ccccc3nc2n1CC1CCCO1 (stereo not drawn)	-9.4	20.9	1.5	62.6*	-9.4	-5.7	0.1	-2.8	-10.2	2.1
COc1ccc(NC(=O)C2CCN(c3cc(C)nc(-c4ccccc4)n3)CC2)cc1	7.4	-2.4	-0.1	-5.7	-2.8	2.2	2.5	0.5	-11.4	-15.3
Cn1nc(C(F)(F)F)c(-c2cccc(C(F)(F)F)c2)c1NC(=O)c1ccco1	10.6	-3.0	-2.1	-0.9	-4.6	10.6	-2.5	-2.2	-0.8	10.2
Cn1c(-c2ccccc2)cnc1SCC(=O)NCc1ccco1	-4.9	-7.0	0.2	10.0	22.7	-1.0	2.3	-0.4	-23.8	13.6
COCC1CCN(C(=O)c2cc(COc3cccc4cnccc34)on2)CC1	-10.4	0.6	-0.2	-9.3	2.6	2.1	-3.6	2.6	-64.7	38.6
O=C(NCc1cc(C(F)(F)F)cc(C(F)(F)F)c1)C1CC(c2ccccc2[N+](=O)[O-])=NO1 (stereo not drawn)	?	7.4	-0.3	0.7	16.4	0.8	-2.1	-4.5	-27.9	24.7
O=C(COc1ccc(C(=O)c2ccccc2)cc1)NCC(=O)Nc1ccccc1Br	9.4	-2.3	-0.1	-1.2	-16.1	8.6	4.8	-5.5	-7.7	12.7
O=C(CCC(=O)OCC(=O)c1ccc(F)cc1)NC1CCCCC1	-4.7	-3.7	0.2	-22.0	5.9	.	-1.5	4.9	18.8	19.0
COc1ccc(/C=N/NC(=O)CN2CCSCC2)c(OC)c1	-2.4	-5.1	0.1	-15.3	-0.3	-8.4	-1.2	-6.1	-0.8	-1.1
CCn1c(CSc2nnc(C)n2-c2ccccc2)nc2cc(S(=O)(=O)N(C)C)ccc21	0.6	-4.0	0.0	16.9	2.1	0.2	-2.9	-2.4	-0.7	13.9

Quoted from the listing.
`COC(=O)c1ccc(C(=O)NC(=S)Nc2nc3c(s2)CC(C)CC3)cc1` (stereo not drawn) | Platelet DG rel = -18.3
`O=C(NCc1cc(C(F)(F)F)cc(C(F)(F)F)c1)C1CC(c2ccccc2[N+](=O)[O-])=NO1` (stereo not drawn) | HSF1 inh = 7.4

(continued)
SMILES	HDAC3 inh	HSF1 inh	HIF activator	HSF1 activator	aSyn UTR inh	Platelet DG rel	HSP90 refold inh	IEC-6 tox	KLF5 inhibitor	AI-2 QS mod
Cc1ccc2sc(-c3ccc(NC(=O)c4cc(-n5cnnc5)ccc4Cl)cc3)nc2c1	-1.4	8.8	0.9	25.2	-152.9	3.1	-2.8	-5.5	-152.9	-4.2
C=CCN1C(=O)C(CC(=O)NCC)SC1=Nc1ccccc1OC (stereo not drawn)	0.9	2.8	-1.0	4.6	8.8	-4.3	-3.2	0.6	-14.5	-17.2
O=C1N(c2ccccc2)CCN1c1ccccc1	-5.7	17.6	-13.0	?	-29.8	0.0	5.4	0.6	-98.9	8.4
Cc1cnc(C(=O)OCC(=O)NCc2ccccc2)cn1	-4.5	-1.5	-0.2	13.5	18.0	2.9	-1.7	5.4	-18.0	7.1
COc1ccc(-c2cn3ccc4ccccc4c3n2)cc1	-4.6	8.3	2.7	24.3	-102.6	2.2	5.0	9.9	-138.7	14.0
Cc1nc(SCc2c(F)cccc2Cl)n[nH]1	7.8	4.6	0.7	11.1	-6.4	29.4	3.0	-0.6	-14.1	14.0
C=C(C)c1cccc(C(C)(C)NC(=O)N2CCN(c3ccccc3OC)CC2)c1	2.0	0.1	1.5	-12.5	16.2	-2.5	0.0	-4.5	-16.7	11.9
Cc1ccc(NC(=O)C2Cc3ccccc3C(=O)O2)cc1 (stereo not drawn)	-3.0	.	.	.	.	.	-1.9	1.9	-53.0	8.3
CCCc1ccc2oc(C(=O)NCCN3CCCC(C(N)=O)C3)c(C)c2c1 (stereo not drawn)	-0.8	4.5	-0.3	-8.6	20.9	5.1	-0.9	4.3	-29.5	10.4
